# TRPV1 agonist = human TRPV1 agonism. AID 540275. TRPV1-expressing cells, Fluo-8 calcium influx, agonist mode. activation, % at 8.33 µM. 0.19% of 320,000 active. Q8NER1; in the data active means activation above about 80%; inconclusive means between about 30% and that limit; further: 0% is about no effect
#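 Fluo-8 calcium influx in TRPV1-expressing cells, kinetic read (ex 480/em 520 nm). Compound added and read 3 min for agonist activity, followed by capsaicin at EC20 final and 2 min further read for enhancement.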
# BRCA1 expr up = BRCA1 expression activation; MCF7-BRCA1-FFLuc reporter, luminescence, 48 h; response scale: scaled: vehicle 0%, 10 µM genistein 100%; Potency, µM (series often up to 46.1 µM), for the others: at the highest dose activation, hits mostly activators; 1.1% of 380,000 active; AID 624202; further: potency means the concentration at half of the fitted maximal effect; nearly all actives have a fitted effect of over 80% in size; some results filed as inactive show a strong effect at the top dose
#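 Luminescence from a BRCA1-driven firefly luciferase in MCF7 cells was the read-out, taken 15 min after substrate addition following 48 h compound exposure at 37 °C. Data were normalized to a 10 microM genistein control and DMSO vehicle.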
# MLL CXXC-DNA inh = inhibitors of human MLL CXXC domain-DNA interaction | Q03164 | MLL-CXXC / FITC-HOXA9 DNA fluorescence polarization | Potency, µM (titrated, usually from 115 µM), inactives show at the highest dose activity change, negative = inhibition, usual class: inhibitors | 0.037% of 290,000 active; active means well fitted inhibition curve with a large enough effect in the polarisation, with a control signal flat, not every such curve was filed as active; inconclusive means small, poorly fitted or top-dose-only effect, or effect the other way, or a change in a side signal; inactive means no such curve, though single readings can be large or run the other way; the % refers to the polarisation; further: potency means the concentration at half of the fitted maximal effect
#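 Steps: dispense CXXC domain solution (7 uM) → pin compounds or unlabeled HOX-A9 DNA control → 5 min ambient → add FLSN-HOX-A9 solution (50 nM) → spin → 30 min ambient → fluorescence polarization. Tris pH 7.5/NaCl/DTT/BSA buffer.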
# TCR act = activators of T cell receptors. Potency, µM (titrated, usually from 9.22 µM), for inactives: at the highest dose activation of IL-2 secretion, actives largely listed as activators. 330,000 tested, under 10 active. primary human leukocytes, anti-CD3, IL-2 HTRF, 48 h; further: % of control where 0% means no effect
#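 IL-2 release read by HTRF sandwich (Eu cryptate donor, d2 acceptor, 665 nm emission) after 48 hr exposure of primary human leukocytes to compound together with anti-CD3 beads in the absence of co-stimulatory signals.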
# A-T KAP1 phos = potential ataxia-telangiectasia treatment; […] A-T fibroblasts, KAP-1 phosphorylation AlphaLISA; neocarzinostatin DNA damage 30 min before lysis; 0.19% of 320,000 active; Potency, µM (series often up to 57.5 µM), for the others: at the top dose activation, actives largely listed as activators; further: potency means the concentration at half of the fitted maximal effect; % of control where 0% means no effect; nearly all actives have a fitted effect of over 45% in size
#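 ATM-like activity read as KAP-1 phosphorylation via AlphaLISA donor/acceptor antibody pairs after lysis and 6 hr at 25C. Cells were ATM-null patient fibroblasts ([…], hTERT), dosed 60 min, then exposed to the DSB inducer NCS for 30 min.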
# p53 reactivator = mutant p53 re-activation in reporter cells. H1299 p53-A138V BP100-luciferase reporter, luminescence, 24 h. Potency, µM (top dose mostly 92.2 µM), for the others: at the highest dose activity change, positive = activation, hits mostly activators. 0.063% of 320,000 active. AID 504706; further: potency means the concentration at half of the fitted maximal effect; % of control where 0% means no effect; nearly all actives have a fitted effect of over 45% in size
#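 H1299 (p53-null), stable ts p53-A138V + BP100-Luc; 1000 cells/well, Opti-MEM/10% FBS; cpd 4 pt, 1:5; 24 h, 37 deg C, 5% CO2; detection reagent 10 min RT; luminescence.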
# B2AR arrestin = agonists driving beta-arrestin recruitment to human beta2-adrenergic receptor; AID 492947; 0.02% of 330,000 active; beta-arrestin recruitment to beta2AR, cell-based reporter; P07550; Potency, µM (highest dose often 46.1 µM), for inactives: top-dose activation, actives largely listed as activators;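 further: potency means the concentration at half of the fitted maximal effect; 0% = DMSO controls and full agonism = EC100 isoproterenol or metaproterenol; nearly all actives have a fitted effect of over 65% in size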
# TSG101-PTAP inh = blocks PTAP/TSG101 interaction to inhibit HIV-1 budding; Q99816; Fluorescence polarization, FITC-PTAP peptide / Tsg101 binding; Potency, µM (highest dose often 115 µM), inactives show at the highest dose activity change, negative = inhibition, hits mostly inhibitors; 340,000 tested, under 10 active; AID 493005; active means well fitted inhibition curve with a large enough effect in the main read-out, with a control signal flat, not every such curve was filed as active; inconclusive means small, poorly fitted or top-dose-only effect, or effect the other way, or a change in a side signal; inactive means no such curve, though single readings can be large or run the other way; further: potency means the concentration at half of the fitted maximal effect; % of control where 0% means no effect
#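 Fluorescence anisotropy tracks displacement of a FITC-tagged PTAP peptide (50 nM) from the Tsg101 binding domain (10 uM), following a 20 min room-temperature incubation at pH 7.5.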
# a7 integrin act = activates integrin-mediated alleviation for muscular dystrophy; alpha7betagal myoblasts, beta-gal FDG fluorescence, 48 h; Potency, µM (top dose mostly 38.3 µM), inactives show at the top dose activation, hits mostly activators; 0.064% of 350,000 active;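 further: potency means the concentration at half of the fitted maximal effect; 100% = response of the positive control SU9516; nearly all actives have a fitted effect of over 60% in size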
#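 alpha7betagal+/- myoblasts (passage 13, 250/well) treated 48 h at 37C with compounds at 1:260 dilution of DMSO stock. Lysed, then beta-galactosidase activity read as FDG fluorescence (ex 480/em 540) after 30 min, with pre-read for autofluorescence.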
# ELG1 repair inh = blocks ELG1-dependent DNA repair in HEK293T cells | Potency, µM (titrated, usually from 46.1 µM), for inactives: at the top dose activity change, negative = inhibition, actives largely listed as inhibitors | AID 504467 | 2.3% of 330,000 active | HEK293T ELG1-luciferase reporter, luminescence, 16 h; DNA damage induced by 5-fluorouridine; further: potency means the concentration at half of the fitted maximal effect; on the % scale 0 is the no-effect control and ±100 the full control effect; nearly all actives have a fitted effect of over 55% in size
#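 5-Fluorouridine DNA damage + compound/DMSO, 2,000 cells/well, 16 h, 37 °C/5% CO2. ONE-Glo, 30 min RT, luminescence. Readout = decrease in reporter signal.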
# * hit, by the source's call; u = inconclusive; x = no result given; [ ] = remark or other dose. Unless noted, the call rests on the fitted dose curve; in most records, active means well fitted curve in the direction sought with a large enough effect; inconclusive means small, poorly fitted or top-dose-only effect, or another doubt; inactive means no such curve, though single readings can be large; an effect the other way counts as inactive or inconclusive. The order is random; any-hit rate near 3.8%.
nr	SMILES	ELG1 repair inh	p53 reactivator	B2AR arrestin	MLL CXXC-DNA inh	TRPV1 agonist	TSG101-PTAP inh	TCR act	A-T KAP1 phos	a7 integrin act	BRCA1 expr up
1	CN(C)S(=O)(=O)N1CCC(CO)(CCc2ccccc2)CC1	u	-2%	-0.1%	-2%	7	0%	3%	3%	11%	-4%
2	Cc1cccc(NC(=O)NCC(c2ccc(F)cc2)N2CCN(C)CC2)c1 (stereo not given)	u	u	0.0%	-2%	4	-2%	1%	-3%	-26%	0%
3	COc1ccc(CCN(C)C(=O)CCNC(=O)c2ccc(Br)cc2)cc1OC	-1%	-19%	-0.7%	-3%	-3	-1%	-5%	9%	-18%	-4%
4	O=C(NNC(=S)Nc1ccc(OC(F)F)cc1)c1cc2c(s1)CCCC2	15%	u	0.1%	-10%	0	-1%	-2%[46.1 µM]	-5%	23%	37%
5	COc1cccc(CNC(=O)CCNS(=O)(=O)c2ccc3[nH]c(=O)oc3c2)c1	4%	11%	0.4%	-2%	1	-1%	-2%	4%	9%	1%
6	CC(OC(=O)c1cccn1C)C(=O)Nc1ccc2c(c1)OCO2 (stereo not given)	-7%	-4%	0.2%	-6%	5	-2%	-10%	4%	8%	-16%
7	O=S(=O)(NCCOc1ccccc1F)c1ccc(Cl)cc1F	0%	-1%	-0.2%	x	x	-1%	1%	13%	33%	-11%
8	O=C(CCN1CCN(C/C=C/c2ccccc2)CC1)Nc1ccc(Cl)cc1	-5%	-5%	-0.8%	2%	16	-3%	0%[46.1 µM]	4%	27%	-15%
9	COc1ccc(C2CC(=O)N3CN(c4ccc(C)c(Cl)c4)CSC3=C2C#N)cc1 (stereo not given)	7%	14%	-0.2%	-2%	x	2%	1%	-5%	10%	4%
10	Cc1cccc(N2CCN(Cc3cc(=O)n4ccsc4n3)CC2)c1C	16%	5%	0.1%	-1%	2	-3%	2%	-5%	-29%	-31%
11	O=C(N/N=C/c1cccc(Oc2ccccc2)c1)c1cccc(O)c1	18%	25%	-1.2%	18%	u	-1%	-6%	2%	-35%	74%
12	Cc1ccc(S(=O)(=O)Nc2ccc(NC(=O)CN3CCCCC3)c(Cl)c2)cc1	-10%	9%	0.4%	0%	4	1%	4%	-4%	5%	1%[1.84 µM]
13	COc1cccc(C(=O)NNC(=O)C(=O)Nc2ccc(OC)cc2OC)c1	-4%	-1%	-1.0%	-13%	0	1%	-6%	-10%	-41%	2%
14	O=C1c2cc(Cl)ccc2OC2(CCNCC2)C12CC(c1ccc(Cl)cc1)=NO2 (stereo not given)	14%	-2%	-0.8%	-23%	9	0%	-2%	-9%	-12%	-4%
15	CC(=O)N(CCCN1CCOCC1)Cc1ccncc1	7%	4%	-1.6%	6%	0	0%	0%	10%	36%	-3%
16	COc1ccc(N2C(=NC(=O)C3CCCO3)SC3CS(=O)(=O)CC32)cc1 (stereo not given)	8%	9%	0.1%	-10%	0	2%	8%	-3%	8%	-17%
17	Cc1cc(Nc2ccc(Br)cc2F)n2ncnc2n1	18%	-8%	-0.7%	12%	1	0%	0%	-22%	26%	-28%
18	CCOC(=O)N1CCC(Nc2cccc(SC)c2)CC1	u	6%	0.3%	1%	-4	-7%	-7%	9%	-39%[inhibitor]	-37%
19	O=C(Cn1ncc2c(=O)oc3ccccc3c21)NCCN1CCN(c2ccccc2F)CC1	5%	-5%	0.3%	6%	-4	0%	1%[46.1 µM]	11%	10%	8%
20	COc1ccc(/C(=C/Nc2cccc(Br)c2)C(C)=O)cc1OC	u	-3%	-0.1%	2%	4	-1%	1%	3%	13%	3%
21	Cc1cc(NC(=O)COc2ccc3ccccc3c2Br)no1	0%	u	-0.1%	x	x	-3%	-4%	11%	-2%	-5%
22	O=C(Cc1ccccc1Cl)N1CCN(c2ccccn2)CC1	-18%	-1%	0.3%	u	7	-2%	5%	-1%	-1%	0%
23	CN(CC(=O)NC1CCCCCCC1)S(=O)(=O)c1cccc2cccnc12	-19%	-1%	-0.2%	0%	x	3%	-2%	15%	27%	-20%
24	Cc1ccccc1CC(=O)NCCN1CCOCC1	2%	x	-0.2%	5%	-8	-2%	0%	-13%	4%	0%
25	CC(=O)NCc1cc(-c2nn(C)c(=O)c3ccccc23)ccc1C	u	1%	-0.2%	2%	-3	-7%	-9%	13%	0%	-22%
26	CCn1nc(NC(=O)C2CCCO2)c2cc3cccc(C)c3nc21 (stereo not given)	u	-4%	-0.2%	-6%	u	-2%	3%	u	20%	-20%
27	Cc1ccc(OCCCCCCN2CCNCC2)c(Br)c1	x	x	x	x	x	-3%	-3%	x	-37%	u
28	COC(=O)Cn1cnc(=O)c(C#N)c1/C=C/N(C)C	8%	-4%	0.0%	-7%	-1	-4%	-3%	-6%	9%	1%
29	COC(=O)c1ccccc1NC(=O)Nc1cccnc1	9%	3%	-3.1%	-5%	1	-3%	-6%	12%	12%	3%
30	CCOC(=O)CSc1ccc2ccccc2n1	9%	3%	-1.9%	1%	-2	-1%	-49%	0%	16%	-19%
31	C/C(=N\NC(=O)COc1ccc(C)cc1[N+](=O)[O-])c1ccc2c(c1)OCCO2	x	x	x	x	x	-1%	5%	x	9%	32%
32	Cn1c(=O)[nH]c(=O)c2c1nc(Br)n2CCCO	1%	2%	-0.4%	9%	2	-2%	-6%	-4%	2%[7.66 µM]	5%
33	O=C(CSCc1ccc(Cl)cc1)NCC1CCCO1 (stereo not given)	1%	-13%	0.1%	-1%	17	-1%	-2%	4%	5%	19%
34	CSc1nnc(NC(=O)c2cccc(S(=O)(=O)N3CCOCC3)c2)s1	-6%	3%	-0.2%	17%	u	0%	-1%	6%	5%	45%
35	Cc1ccc(NC(=O)C2CCN(C(=O)c3ccco3)CC2)cc1C	-4%	-6%	-0.3%	-2%	2	-7%	1%	5%	1%	-1%
36	CC1CC(C)CN(CC(O)COCc2ccccc2)C1 (stereo not given)	1%	-4%	-0.2%	13%	3	0%	3%	1%	-26%	-19%
37	Cc1ccc(NC(NC(=O)c2cccs2)C(Cl)(Cl)Cl)cc1 (stereo not given)	-12%	-1%	-0.5%	13%	22	-4%	3%	4%	-6%	2%
38	Cn1c(N)c(-c2ccccc2)c2ccc([N+](=O)[O-])cc2c1=O	-20%	-8%	0.1%	119%[activator]	-2	24%	-4%	8%	0%	-5%
39	Cc1ccc(S(=O)(=O)Oc2ccc(/C=N/N=C3/NC(=O)C(CC(=O)O)S3)cc2)cc1[N+](=O)[O-] (stereo not given)	-7%	u	-0.2%	-4%	1	-2%	-9%	14%	19%	-19%
40	O=P(Nc1ccccc1)(Nc1ccccc1)c1ccccc1	x	x	x	x	x	1%	8%	x	u	-11%
41	COc1ccc(CNC(=O)C(=O)NCC2OCCCN2S(=O)(=O)c2cccs2)cc1 (stereo not given)	-5%	2%	0.0%	u	2	x	-1%	-3%	4%	-12%
42	COc1ccc(C=O)cc1Cn1ccnc1	7%	-2%	0.2%	-11%	0	2%	-2%	3%[11.5 µM]	-17%	-43%
43	COc1ccc(Cl)cc1NC(=O)CN(C)C(=O)Cn1cnnn1	-6%	-8%	-0.6%	x	x	1%	-2%	15%	4%	-14%
44	Oc1cc2c(cc1CN1CCN(c3cccc(C(F)(F)F)c3)CC1)CCC2	0%	10%	-0.5%	0%	10	-7%	2%	-4%	-5%	-15%
45	Cc1ccc(C2C(C#N)=C(N)Oc3cc4c(cc32)OCO4)cc1 (stereo not given)	u	-8%	-0.4%	4%	4	-5%	-3%	-3%	-23%	-56%
46	CSc1ccccc1NC(=O)c1cc(CC(C)C)on1	u	u	3.0%	8%	26	1%	0%	7%	-26%	82%
47	Cc1ccc(C)c(NC(=O)CNC(=O)N2CC(=O)Nc3ccccc32)c1	0%	5%	0.2%	14%	-5	-3%	1%	-1%	39%	4%
48	CCOC(=O)c1cn(CC(=O)Nc2ccccc2C(=O)OCC)nn1	-10%	1%	-0.6%	-6%	0	-1%	-7%	6%	-3%	4%

# Exported with one line to a screen: three of the compounds above
31: C/C(=N\NC(=O)COc1ccc(C)cc1[N+](=O)[O-])c1ccc2c(c1)OCCO2
32: Cn1c(=O)[nH]c(=O)c2c1nc(Br)n2CCCO
33: O=C(CSCc1ccc(Cl)cc1)NCC1CCCO1 (stereo not given)

Compound	31	32	33
ELG1 repair inh	x	1%	1%
p53 reactivator	x	2%	-13%
B2AR arrestin	x	-0.4%	0.1%
MLL CXXC-DNA inh	x	9%	-1%
TRPV1 agonist	x	2	17
TSG101-PTAP inh	-1%	-2%	-1%
TCR act	5%	-6%	-2%
A-T KAP1 phos	x	-4%	4%
a7 integrin act	9%	2%[7.66 µM]	5%
BRCA1 expr up	32%	5%	19%
